Screening data from PubChem.
TDP1 inh: blocks human tyrosyl-DNA phosphodiesterase 1; Q9NUW8; recombinant TDP1, AlphaScreen DNA substrate cleavage; Potency, µM (highest dose often 130 µM), inactives show at the top dose activity change, negative = inhibition, actives largely listed as inhibitors; 350,000 compounds, 0.28% hits; AID 485290; note: nearly all actives have a fitted effect of over 40% in size
Target sequence (Q9NUW8 whole entry, looked up): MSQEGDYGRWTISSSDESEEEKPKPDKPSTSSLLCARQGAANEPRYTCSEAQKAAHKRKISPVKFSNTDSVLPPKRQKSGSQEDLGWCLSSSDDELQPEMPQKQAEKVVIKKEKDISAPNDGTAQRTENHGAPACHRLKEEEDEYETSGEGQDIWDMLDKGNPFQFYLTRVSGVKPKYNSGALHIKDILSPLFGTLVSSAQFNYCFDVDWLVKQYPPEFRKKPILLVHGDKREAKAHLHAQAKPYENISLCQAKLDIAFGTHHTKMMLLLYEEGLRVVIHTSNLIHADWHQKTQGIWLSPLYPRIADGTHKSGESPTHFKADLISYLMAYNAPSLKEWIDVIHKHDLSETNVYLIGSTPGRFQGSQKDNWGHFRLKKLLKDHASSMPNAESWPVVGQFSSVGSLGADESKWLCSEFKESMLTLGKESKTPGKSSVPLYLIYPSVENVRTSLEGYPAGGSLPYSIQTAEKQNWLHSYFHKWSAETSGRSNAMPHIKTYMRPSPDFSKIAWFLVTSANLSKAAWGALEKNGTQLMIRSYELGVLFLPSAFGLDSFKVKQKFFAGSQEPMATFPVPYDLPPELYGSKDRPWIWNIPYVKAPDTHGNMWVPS
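Steps: enzyme plus compound, 15 min RT; add biotin/phosphotyrosine-FITC oligonucleotide (15 nM final), react 5 min; add donor/acceptor beads (10 ug/ml final), 10 min; read AlphaScreen. Tdp1 at 1 nM final.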
TDP1 cell noCPT: qHTS for Inhibitors of human tyrosyl-DNA phosphodiesterase 1 (TDP1): qHTS in cells in absence of CPT | AID 686978, 2013 | DT40 Tdp1-/- hTDP1 cells, no CPT, ATP luminescence, 48 h | Potency, µM (series often up to 46.2 µM), for inactives: at the top dose activity change, negative = growth inhibition, hits mostly inhibitors | 420,000 compounds, 15% hits; note: nearly all actives have a fitted effect of over 55% in size
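Chicken DT40 Tdp1-/- cells stably complemented with human TDP1 were seeded at 400 cells/well with DMSO in place of 20 nM camptothecin. After compound pinning, cells grew at least 48 hr at 37 °C; viability read by CellTiter-Glo luminescence.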
KAT2A inh: inhibitors of human GCN5L2 histone acetyltransferase; GCN5L2 HAT assay, ThioGlo1 CoA-SH fluorescence; Potency, µM (titrated, usually from 58.9 µM), for the others: at the highest dose activity change, negative = inhibition, hits mostly inhibitors; 390,000 compounds, 0.21% hits
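Preincubate 20nM GCN5L2 with compound 15 min, RT → add 50uM ThioGlo1 + 75uM H3(1-25) + 70uM acetyl-CoA → read fluorescence 0 and 20 min. Primary qHTS; fluorescent artifacts likely.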
The depositor's hits bear a star; ? = inconclusive; . = not tested or not shown; & = joins results of further samples; [ ] = another dose, or the depositor's remark. Calls come from the whole dose curve; as a rule, active = well fitted curve in the direction sought with a large enough effect; inconclusive = small, poorly fitted or top-dose-only effect, or another doubt; inactive = no such curve, though single readings can be large; an effect the other way counts as inactive or inconclusive. % is set by controls: 0 for no effect and ±100 for the full control effect; potency is the fitted concentration of half-maximal effect. This is a subset (hit frequency here may not be typical).

Results follow in this order: TDP1 inh | TDP1 cell noCPT | KAT2A inh
- Cc1ccc(CNS(=O)(=O)c2ccc(C(F)(F)F)cc2)n1C
  7% | -6% | 3%
- Cc1ccc(NC(=O)COC(=O)c2nn(-c3ccc(Cl)cc3)cc2O)cc1
  -14% | ? | -4%
- CC#CCCCC(=O)Nc1cc(OC)nc(OC)n1
  4% | -28% | 3%
- O=C(Nc1ccccc1)c1ccsc1
  -3% | -17% | -2%
- CSc1nc2ccc(NC(=O)CSc3nnc(N)s3)cc2s1
  1% | -4% | -5%
- CCC(C)(C)n1nnnc1C(c1cc(OC)ccc1OC)N1CCN(Cc2ccccc2)CC1 (stereo unspecified)
  0% | ? | 1%
- CCOC(=O)c1ccc(NC(=O)Cn2c(=O)cc(C)c3c(C)nn(-c4ccc(CC)cc4)c32)cc1
  2% | -18% | 0%
- CC12CCC(C(=O)NCc3ccccc3Cl)(OC1=O)C2(C)C (stereo unspecified)
  0% | ? | -8%
- CCOC(=O)CCC(NC(=O)CCCC(=O)NC(CCC(=O)OCC)C(=O)OCC)C(=O)OCC (stereo unspecified)
  0% | 3% | 0%
- Cc1sc2ncn(CC(=O)N(C)C3CCCCC3)c(=O)c2c1C
  -3%[0.505 µM] | -28% | 2%
- Cc1ccsc1/C=C(\C#N)C(=O)Nc1c(C)n(C)n(-c2ccccc2)c1=O
  0% | -16% | -1%
- COC(=O)Cn1c2ccccc2c2nc3ccccc3nc21
  . | -20% | -2%
- Cc1csc(NC(=O)CSc2nc(=O)cc(N)n2-c2ccc(F)cc2)n1
  1% | 9% | -6%
- Cc1ccc(OC(=O)c2cc(-c3ccc(Cl)cc3)on2)c(C)c1
  -1% | -8% | -14%
- CCC1(C)Cc2c(C#N)c(N)n(-c3ccccc3)c(=O)c2CO1 (stereo unspecified)
  2% | -17% | -3%
- O=C(O)c1ccc(C(=O)C(=O)c2ccccc2)cc1
  -6% | 16% | 4%
- COc1ccc(Cc2nc3c4cnn(-c5cccc(F)c5)c4ncn3n2)cc1
  -2% | 8% | 2%
- CCC1CCCCN1CCCNC(=O)c1csc2c1CCCCC2 (stereo unspecified)
  3% | ? | 0%
- CCOc1cc(CNC(=O)CCCn2c(=O)c3cccn3c3cccnc32)cc(OCC)c1OCC
  -3%&3% | 23µM* | -1%&-3%
- CCN(CC(=O)Nc1ccccc1C(F)(F)F)C(=O)c1ccc2c(=O)n3c(nc2c1)CCC3
  2% | 13% | -4%
- CCOc1ccc2c(c1)c(=O)c(C(=O)c1ccc(CC)cc1)cn2CC(=O)Nc1cccc(Cl)c1
  -1% | ? | -6%
- CCOc1ccc(C(=O)Nc2ccc(-n3nncc3-c3ccccc3)cc2)cc1OCC
  10% | 15µM* | 1%
- CCOC(=O)CSc1nc2ccccc2n1CC(=O)NC(C)(C)C
  6% | -4% | 3%
- CC(C)CCNC(=O)C1CCCN(S(=O)(=O)c2ccc(-n3cnnn3)cc2)C1 (stereo unspecified)
  5% | -10% | 1%
- O=C(COC(=O)CCN1C(=O)c2ccccc2C1=O)Nc1ccc(S(=O)(=O)N2CCCC2)cc1
  -7% | -8% | -8%
- COc1ccc(C)cc1S(=O)(=O)N(CC(=O)N1CCOCC1)Cc1ccccc1
  1% | -12% | 2%
- COc1ccc(/C=N/NC(=O)C(=O)N2CCCC2)cc1OC
  -6% | -8% | -8%
- CN(C)C(CNC(=O)c1ccc2ccccc2n1)c1ccccc1 (stereo unspecified)
  0% | 18µM* | -4%
- CCN(CC(=O)NC1CCS(=O)(=O)C1)S(=O)(=O)c1cc(Br)ccc1Br (stereo unspecified)
  . | 0% | -3%
- COc1ccc(-c2nnc(SCC(=O)N3CCCCC3)o2)cc1
  -4%[12.3 µM] | -17%&-13% | 3%&2%
- C[C@H](NC(=O)C1CCN(C(=O)[C@H](Cc2ccccc2)NC(=O)OC(C)(C)C)CC1)C(=O)O
  . | 1% | 9%
- Cc1cc(C(=O)COc2ccc(C#N)cc2)c(C)n1-c1ccc2c(c1)OCO2
  6% | 9.2µM* | -2%
- COc1cccc(CN(C)C(=O)CN2C(=O)NC(c3ccccc3)(c3ccccc3)C2=O)c1OC
  2% | ? | -6%
- CCOc1ccc(C2N(c3cc(C)on3)C(=O)C3CCCN32)cc1OC (stereo unspecified)
  2% | ? | 1%
- CN(CC(=O)Nc1cccc(S(=O)(=O)NC2=NCCC2)c1)Cc1ccccc1Cl
  1% | -9% | -7%
- Brc1ccccc1/C=N/N1CCCCC1
  . | -28% | 16%
- CN1CCN(C(=O)/C(=C/c2ccc(F)cc2)c2ccsc2)CC1
  10% | -13% | 4%
- Cn1cnnc1SCC(=O)NC1CCCCCC1
  0% | 16% | -29%
- O=C(/C=C/c1ccc(F)cc1)NC(=S)NNC(=O)c1cnccn1
  10% | 3.3µM* | -11%
- O=C(NCCN1CCOCC1)Nc1ccc(F)cc1
  -13% | 15% | -8%
- CCOC(=O)c1c(C)c(C(=O)Nc2ccc(F)cc2)c(C)n1C
  0% | ? | -11%
- O=C(O)C1C(C(=O)Nc2ccc(Cl)cc2)C2C=CC1C21CC1 (stereo unspecified)
  0% | -19% | -3%
- CC1CCN(C(CNS(=O)(=O)c2ccccc2)c2ccccc2)CC1 (stereo unspecified)
  0%[56.1 µM] | ? | 1%
- COc1ccc(-c2nc(N)n(C(=O)c3ccccc3)n2)cc1
  5% | -19% | -5%
- O=C(CSc1ncccc1C(=O)O)NCc1ccc(F)cc1
  4% | ? | -3%

Structures above with a cyano group (3):
Results follow in this order: TDP1 inh | TDP1 cell noCPT | KAT2A inh
- Cc1ccsc1/C=C(\C#N)C(=O)Nc1c(C)n(C)n(-c2ccccc2)c1=O
  0% | -16% | -1%
- CCC1(C)Cc2c(C#N)c(N)n(-c3ccccc3)c(=O)c2CO1 (stereo unspecified)
  2% | -17% | -3%
- Cc1cc(C(=O)COc2ccc(C#N)cc2)c(C)n1-c1ccc2c(c1)OCO2
  6% | 9.2µM* | -2%

The list continues:
Results follow in this order: TDP1 inh | TDP1 cell noCPT | KAT2A inh
- CS(=O)(=O)Nc1ccc(Br)cc1C(=O)c1ccccc1
  7% | -14% | -7%
- CCn1c(=O)cc(SCC(=O)NCCc2cc(OC)ccc2OC)c2ccccc21
  3% | 21µM* | 2%
- S=C(Nc1ccc2nc(-c3ccccn3)c(-c3ccccn3)nc2c1)N1CCOCC1
  6% | 0% | -10%
- O=C(NCc1ccccc1F)c1ccc(S(=O)(=O)N2CCCCCC2)cc1
  1% | ? | 2%
- CCN(CC)c1ccc(/C=C(\C#N)c2ccccn2)cc1
  -1% | 2.6µM* | -8%
- O=C1CCN(C(=O)c2cccs2)c2ccccc21
  3% | -17% | 0%
- O=C(Nc1ccc(F)c(Cl)c1)c1cncs1
  . | -30% | 14%
- CCOC(=O)c1ccc(NC(=O)CCc2ccc(C)o2)cc1
  5% | ? | -9%
- Clc1ccc(-c2csc(Nc3ccccc3)[n+]2Cc2ccco2)c(Cl)c1
  5% | 23µM* | -15%
- C#CCOCCOCCOCCNc1nc(N2CCN(C(=O)Cn3cc(CCCCN)nn3)CC2)nc(N2CCN(C(=O)[C@H](CCCCN)n3cc(CCC(=O)O)nn3)CC2)n1
  4% | 1% | -2%
- CN(C)C(=O)/C(=C\c1ccncc1)NC(=O)c1ccccc1
  -2% | -8% | 13%
- O=C1/C(=C/c2cccs2)SC(=S)N1C1CCS(=O)(=O)C1 (stereo unspecified)
  . | 18µM* | -24%
- O=C(CNS(=O)(=O)c1cccc2nsnc12)NCc1ccc(Cl)cc1
  2% | -9% | 5%
- NS(=O)(=O)c1ccc(NC(=O)C2CCCN(S(=O)(=O)c3ccc(F)cc3)C2)cc1 (stereo unspecified)
  3% | ? | -10%
- COc1ccc(S(=O)(=O)Nc2ccc(S(=O)(=O)N3CCOCC3)cc2)cc1C
  4% | -23% | -14%

Taken from above.
CS(=O)(=O)Nc1ccc(Br)cc1C(=O)c1ccccc1 in TDP1 inh = 7%
C#CCOCCOCCOCCNc1nc(N2CCN(C(=O)Cn3cc(CCCCN)nn3)CC2)nc(N2CCN(C(=O)[C@H](CCCCN)n3cc(CCC(=O)O)nn3)CC2)n1 in TDP1 cell noCPT = 1%
O=C1/C(=C/c2cccs2)SC(=S)N1C1CCS(=O)(=O)C1 (stereo unspecified) in TDP1 cell noCPT = 18µM*
NS(=O)(=O)c1ccc(NC(=O)C2CCCN(S(=O)(=O)c3ccc(F)cc3)C2)cc1 (stereo unspecified) in TDP1 inh = 3%

The listing picks up; the two compounds before the break are reprinted first.
Results follow in this order: TDP1 inh | TDP1 cell noCPT | KAT2A inh
- NS(=O)(=O)c1ccc(NC(=O)C2CCCN(S(=O)(=O)c3ccc(F)cc3)C2)cc1 (stereo unspecified)
  3% | ? | -10%
- COc1ccc(S(=O)(=O)Nc2ccc(S(=O)(=O)N3CCOCC3)cc2)cc1C
  4% | -23% | -14%
- CC(C)(C)c1ccc(C(=O)NNC(=O)c2ccncc2)cc1
  2% | 11% | -19%
- Cc1ccccc1NC(=O)Cc1nc(COC(=O)COc2cccc(C)c2C)cs1
  0% | -7% | -9%
- CCC(C)NCC(O)COCc1ccc(Cl)cc1 (stereo unspecified)
  4% | -2% | -25%
- COc1ccc(S(=O)(=O)N(C)c2ccc(C(=O)N3CCOCC3)cc2)cc1OC
  -2% | -21% | -1%
- Cc1ccc(CN(c2ccc(C(=O)Nc3ccc4c(c3)OCO4)cc2)S(C)(=O)=O)cc1
  7% | 9% | -5%
- COC(=O)C1CCN(C(=O)Cc2ccc(Br)cc2)CC1
  -1% | -17% | -10%
- CCOC(=O)CCCCCC(=O)Nc1ccc2c(c1)CC(=O)N([C@@H](C)CO)C[C@H](C)[C@@H](CN(C)Cc1ccccc1)O2
  3% | -23% | -6%
- O=C(Nc1ccc2c(c1)OCO2)N1CCCC1
  -3% | 11% | -10%
- O=C(CCCCl)Nc1nc(-c2ccc3c(c2)OCCO3)cs1
  6% | -28% | -6%
- Cc1cc(C)c2nc(NNC(=O)c3ccc(S(=O)(=O)N4CCCC(C)C4)cc3)sc2c1 (stereo unspecified)
  11% | 4.1µM* | -13%
- COc1ccc(S(=O)(=O)N[C@@H](C)C(=O)OCC(=O)Nc2cc3oc4ccccc4c3cc2OC)cc1
  -1% | 15µM* | -5%
- Cc1ccc(NC(=O)CSc2nnc(Cc3csc(C)n3)o2)c(C)c1
  2% | -11% | -2%
- NC1=NC(=O)/C(=C/c2cccc(F)c2)S1
  . | -11% | -4%
- CC(C)(C)c1ccc(/C=C2\SC(=O)N=C2N)cc1
  2% | ? | -7%
- Cc1cc(S(=O)(=O)N2CCCOC2CNC(=O)C(=O)NCCc2ccco2)ccc1F (stereo unspecified)
  5% | 2% | -26%
- CS(=O)(=O)N(CC(=O)NN=C1CCCCCC1)c1ccc(Oc2ccccc2)cc1
  0% | -11% | -5%

A different layout for 5 compounds above.
SMILES | TDP1 inh | TDP1 cell noCPT | KAT2A inh
CS(=O)(=O)N(CC(=O)NN=C1CCCCCC1)c1ccc(Oc2ccccc2)cc1 | 0% | -11% | -5%
CC(C)(C)c1ccc(/C=C2\SC(=O)N=C2N)cc1 | 2% | ? | -7%
O=C(CCCCl)Nc1nc(-c2ccc3c(c2)OCCO3)cs1 | 6% | -28% | -6%
COC(=O)C1CCN(C(=O)Cc2ccc(Br)cc2)CC1 | -1% | -17% | -10%
NC1=NC(=O)/C(=C/c2cccc(F)c2)S1 | . | -11% | -4%
